# Compound activity from PubChem BioAssay.
# IL-1B inflam inh: inflammasome signaling inhibition, IL-1 beta readout; THP-1 LPS/ATP IL-1B secretion, AlphaLISA, 16 h; stronger effect = lower value; activity change, % at 57.5 µM; hit rate 4.7% among 360,000; AID 743279; in the data active means activity change below about -50%; inconclusive means mostly about -30% to -49%; further: on the % scale 0 is the no-effect control and ±100 the full control effect
#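 THP-1 cells pretreated 1 hr with compounds (up to 57.5 uM final), then stimulated with LPS (250 ng/mL final) plus ATP (1.25 mM final); secreted IL-1B measured by AlphaLISA after 16 hr, decreased signal indicating inhibition.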
# HT1080 IDH1KD tx: kills HT-1080 cells with IDH1 knockdown. HT-1080 IDH1 knockdown viability, ATP luminescence, 48 h. Potency, µM (series often up to 46.1 µM), for inactives: at the top dose activity, negative = toxicity, hits mostly cytotoxic. hit rate 2% among 360,000. AID 686971;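 further: potency means the concentration at half of the fitted maximal effect; 0% = DMSO wells and -100% = cell-free medium wells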
#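 Assay cells: HT-1080 with IDH1 knockdown, 750 per well, RPMI/5% FBS. Exposure: 48 h at 37 °C following 2 h pre-incubation. Read: CellTiter-Glo luminescence; fitted concentration-response, curve class assigned.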
# ATXN2 expr inh: ATXN2 expression inhibition; HEK-293 ATXN2-luciferase reporter, luminescence, 24 h; Potency, µM (top dose mostly 57 µM), inactives show at the highest dose activity change, negative = inhibition, most hits filed as inhibitors; hit rate 0.72% among 360,000; AID 1745845; further: potency means the concentration at half of the fitted maximal effect; on the % scale 0 is the no-effect control and ±100 the full control effect; nearly all actives have a fitted effect of over 55% in size
#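 ATXN2-luciferase reporter cells (luciferase flanked by upstream and downstream ATXN2 gene portions) were treated 24 h at 37 °C with compounds at up to 57 uM. SteadyGlo luminescence gave expression; GF-AFC fluorescence gave viability.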
# SW480 rereplic: DNA re-replication induction in SW480 cells. SW480 DNA re-replication, Hoechst DNA content imaging, 48 h. Potency, µM (titrated, usually from 46.1 µM), for inactives: at the top dose re-replication activation, usual class: activators. hit rate 1.8% among 340,000; further: potency means the concentration at half of the fitted maximal effect; % of control where 0% means no effect; nearly all actives have a fitted effect of over 55% in size
#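 Treated cells incubate 48 hr (37 C, 5% CO2), are stained 40 min with Hoechst, and nuclear fluorescence is enumerated; a rise in nuclei with high DNA signal marks re-replication.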
# HT1080NT lethal: kills 2HG-producing HT-1080-NT fibrosarcoma cells. HT-1080-NT fibrosarcoma viability, CellTiter-Glo ATP luminescence, 48 h. Potency, µM (highest dose often 46.1 µM), for the others: at the top dose activity, negative = less viability, hits mostly cytotoxic. hit rate 1.6% among 360,000. AID 686970;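 further: NT is the 2HG producing partner of a matched IDH1 knockdown line; potency means the concentration at half of the fitted maximal effect; 0% = DMSO-treated cells and -100% = media-only wells without cells; nearly all actives have a fitted effect of over 55% in size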
#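 Viability of the 2HG-overproducing fibrosarcoma line after 48 hours of compound exposure at 37 degrees C was determined by luminescence with CellTiter-Glo, and concentration-effect curves were then fitted and categorized.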
# KB-3-1 tox: kills parental KB-3-1 adenocarcinoma cells | hit rate 1.4% among 400,000 | Potency, µM (doses to about 46.1 µM), without a hit: at the top dose activity change, negative = cytotoxic, most hits filed as cytotoxic | KB-3-1 viability, CellTiter-Glo ATP luminescence, 72 h | AID 1347075; further: potency means the concentration at half of the fitted maximal effect; on the % scale 0 is the no-effect control and ±100 the full control effect; nearly all actives have a fitted effect of over 60% in size
#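 Cells are dispensed, compounds pinned in, plates held at 37 °C for 72 h, then CellTiter-Glo is added and luminescence read after 10 minutes. Cell line: parental KB-3-1 in phenol-red-free DMEM, 10% FBS.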
# WRN inhibitor: inhibitors of human WRN helicase; Q14191; AID 651768; WRN helicase unwinding, fluorescent forked duplex, kinetic; Potency, µM (series often up to 114 µM), for inactives: at the highest dose activity change, negative = inhibition, hits mostly inhibitors; hit rate 0.46% among 360,000; further: potency means the concentration at half of the fitted maximal effect; on the % scale 0 is the no-effect control and ±100 the full control effect; nearly all actives have a fitted effect of over 55% in size
#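 Kinetic red-fluorescence monitoring (525/598 nm) tracks WRN helicase activity after 100 nM fluorophore-quencher forked duplex and 2 mM ATP are added to 20 nM enzyme pretreated 15 min at room temperature with compound.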
# KB-V1 MDR tox: kills drug-selected multidrug resistant KB-V1 cells | KB-V1 MDR cells viability, CellTiter-Glo, 72 h | Potency, µM (series often up to 46.1 µM), for the others: top-dose activity change, negative = cytotoxicity, most hits filed as cytotoxic | hit rate 3.4% among 400,000 | AID 1347076; further: potency means the concentration at half of the fitted maximal effect; on the % scale 0 is the no-effect control and ±100 the full control effect; nearly all actives have a fitted effect of over 60% in size
#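 Cells of the MDR subline KB-V1 are plated, dosed with compound at multiple concentrations, and incubated 72 h at 37 degrees C; CellTiter-Glo is then added and luminescence read after 10 min.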
# MCF10A rereplic: inducers of DNA re-replication in MCF 10A breast cells | hit rate 2.9% among 350,000 | AID 624296 | MCF 10A DNA re-replication, Hoechst nuclear intensity, 48 h | Potency, µM (series often up to 46.1 µM), without a hit: at the highest dose activity, positive = re-replication, actives largely listed as activators; further: potency means the concentration at half of the fitted maximal effect; % of control where 0% means no effect; nearly all actives have a fitted effect of over 50% in size
# Starred values were filed as active, the others as inactive; i = inactive; ? = inconclusive; . = not tested or not shown; & = joins results of further samples; [ ] = another dose, or the depositor's remark. Unless noted, the call rests on the fitted dose curve; in most records, active means well fitted curve in the direction sought with a large enough effect; inconclusive means small, poorly fitted or top-dose-only effect, or another doubt; inactive means no such curve, though single readings can be large; an effect the other way counts as inactive or inconclusive.
SMILES,IL-1B inflam inh,HT1080 IDH1KD tx,ATXN2 expr inh,SW480 rereplic,HT1080NT lethal,KB-3-1 tox,WRN inhibitor,KB-V1 MDR tox,MCF10A rereplic
O=C(Cn1cc(C(=O)c2ccco2)c2ccccc21)NCc1ccco1,13,6%,-8%,-1%,13%,21%,-20%,-3%,0%
O=C(OCC(=O)N1CCN(c2ccc(F)cc2)CC1)c1cnc2ccccc2n1,31,7%,.,-15%,17%,7%,-5%,9%,-3%
NC(=O)c1ccc(NC(=O)c2ccc(COc3ccc(F)cc3)o2)cc1,1,-2%,-17%,-12%,3%,24%,-1%,25%,0%
COC(=O)[C@@]1(Cc2ccc(F)cc2)[C@H]2c3cc(C(=O)N(C)C)n(Cc4ccccn4)c3C[C@H]2CN1C(=O)c1ccccc1,0,-3%,-17%,3%,-3%,-6%,1%,-8%,18%
C=C(C)c1cccc(C(C)(C)NC(=O)N2CCN(C(=O)OCC)CC2)c1,9,0%,.,.,-2%,-14%,9%,-6%,.
CN1C2CCC1CC(NS(=O)(=O)c1cc(Cl)c(Cl)cc1Cl)C2 (stereo unspecified),-4,-4%,-1%,0%,-3%,.,-24%,.,?
O=C(CC1SC(N2CCOCC2)=NC1=O)Nc1cc([N+](=O)[O-])ccc1Cl (stereo unspecified),6,6%,-5%,-3%,1%,-3%,-8%,-12%,-4%
CCOc1ccc(OCCOCCn2ccnc2)cc1,-3,2%,3%,-5%,-5%,-6%,1%,1%,-2%
CCCCC(=O)NC(=S)Nc1cccc(NC(=O)CC)c1,-14,-7%,-33%,1%,-10%,-5%,3%,-16%,0%
COc1ccccc1OCCCCNC(C)(C)C,-15,8%[9.24 µM],-14%,-2%,-3%,-1%,-12%[57.1 µM],10%,-4%
Cc1ccc(/C=C2/C(=O)ON=C2c2ccccc2)o1,-12,0%,.,13%,-4%,2%,?,?,?
CC1CCN(CCc2nc3cc(NC(=O)Nc4ccccc4)ccc3n2C)CC1,-2,14%,39%[activator],3%,0%,17%,-1%,1%,20%
COc1ccccc1-c1ccc(SCC(=O)NC2CCCC2)nn1,-10,9%,3%,-32%[inhibitor],3%,2%,-2%,-19%,-7%
COc1ccc(NC(=O)N(C)C[C@H]2Oc3ccc(NC(=O)Nc4ccc(C(F)(F)F)cc4)cc3C(=O)N([C@H](C)CO)C[C@@H]2C)cc1,-5,-24%,-13%,-35%[inhibitor],-11%,0%,-6%,0%,-4%
CCc1nc2c(OCC(=O)C(C)(C)C)cccn2c1N(C=O)Cc1ccccc1,26,10%,0%,.,12%,0%,-4%,1%,.
CC(=O)Nc1cccc(-c2nc3ccc(NC(C)=O)cc3s2)c1,?,7%,.,?,-4%,-2%,9%,-4%,-3%
CCOc1ccccc1Nc1nc2ccccc2n2cnnc12,18,8%,1%,-16%,12%,22%,-5%,7%,2%
CC(C)C(NC(=O)c1ccc(F)cc1)C(=O)N1CCN(C(=O)c2ccco2)CC1 (stereo unspecified),1,11%,.,-15%,-1%,0%,3%,29%,16%
CCCN(CCC)S(=O)(=O)c1ccc(Cl)c(OC)c1,-16,-2%,-17%[11.3 µM],-3%,-6%,2%,-29%,13%,-9%
O=C(COc1ccc2cc(Br)ccc2c1)N1CCOCC1,-13,4%,-11%,19%,0%[9.24 µM],0%,-5%,12%,21%
CC(C)(C)OC(=O)C[C@H]1C/C=C\C[C@H](CC(=O)NCCO)C(=O)N2CCC[C@@H]2COC1=O,7,13%,7%,-1%,24%,30%,0%,?,15%
C=CCSc1nnc(-c2ccccc2N=Cc2c(C)[nH]n(-c3ccccc3)c2=O)c(=O)[nH]1,37,-2%,12%,8%,-3%,-13%,?,-13%,?
COc1cccc2sc(N)nc12,-21,7%,6%,12%,1%,0%,-7%,19%,-49%[inhibitor]
CC1=CSC2=NC(=O)/C(=C\c3cccn3-c3ccc([N+](=O)[O-])cc3)C(=N)N12,-8,-9%,-7%,?,-1%,-16%,-22%,2.9µM*,?
CCCCOc1ccc(C(=O)NCC(=O)NCc2ccccn2)cc1,8,-30%,20%,?,-28%,0.52µM*,-10%,?,57%
# (list continues)
SMILES,IL-1B inflam inh,HT1080 IDH1KD tx,ATXN2 expr inh,SW480 rereplic,HT1080NT lethal,KB-3-1 tox,WRN inhibitor,KB-V1 MDR tox,MCF10A rereplic
Oc1ccc(O)c(Cc2nc3ccccc3s2)c1,-55*,16µM*,5%,?,?,?,4%,?,?
COc1ccc(CCNC(=S)Nc2ccccc2)cc1,0,-1%,.,-1%,-2%,-8%,-4%,15%,4%
O=C(Nc1cc2c(oc1=O)CCCC2=O)c1ccc(Cl)cc1,-2,5%,-1%,-2%,5%,11%,13µM*,-6%,17%
CCOc1ccc(Oc2c(/C=N/NC(=O)COc3ccccc3OC)c(C)nn2-c2ccccc2)cc1,?,?,?,?,-20%,?,-6%,?,?
CCC1(CC)NC(=O)N(CC(=O)OCn2nnc3ccccc3c2=O)C1=O,9,-1%,3%,-5%,0%,14%,5%,8%,11%
CCc1ccc(Nc2cc(=O)n(C3CCCCC3)c(=O)[nH]2)cc1,-4,?,-9%,?,?,?,-16%,?,19%
CCc1nnc(NC(=O)c2ccc(S(=O)(=O)N(CC)Cc3ccccc3)cc2)o1,21,?,-15%,23%,-22%,?,-10%,?,?
Cc1ccc(S(=O)(=O)N2[C@@H](c3ccc(Br)cc3)C(C(=O)O)=CC[C@H]2c2ccc(Cl)cc2)cc1,10,-10%,1%,-26%,-3%,0%,-1%,0%,?
O=C(Nc1cc(Cl)ccc1O)C1CC(c2c(F)cccc2Cl)=NO1 (stereo unspecified),-20,-27%,-3%,?,-18%,6%,-24%,-18%,?
CCCCn1c(-c2ccco2)n[nH]c1=S,0,-4%,-3%,1%,-7%,10%,-6%,-2%,5%
COc1ccc(-c2cc(C(=O)c3c(N)n(C)c(=O)n(C)c3=O)c3ccccc3n2)cc1OC,-7,-12%,-16%,8%,-23%,-8%,-3%,8%,-4%
Cc1cccc(NS(=O)(=O)c2cccc(C(=O)N3CCC3)c2)c1,-4,0%,.,0%,-5%,5%,11%,2%,-1%
COc1ccc(S(=O)(=O)N2CCOC2CNC(=O)C(=O)NCc2ccncc2)cc1 (stereo unspecified),25,12%,-22%,-9%,1%,-2%,13%,0%,0%
C[C@H]1CN([C@@H](C)CO)C(=O)CCCn2cc(nn2)CO[C@@H]1CN(C)C(=O)C1CCCCC1,30,-1%,2%,.,0%,24%,-8%,-2%,.
COC(=O)c1cnn2c1C(=O)N(Cc1cccs1)CC2,9,11%,-1%,-3%,6%,7%,-1%[57.1 µM],7%,-31%[inhibitor]
COc1cc(C2(C)SCCCS2)cc(OC)c1OC,5,?,2%,.,-1%,-23%,-3%,-30%,.
COc1nc(Nc2cccc(C)c2)nc(N2CCCCC2)n1,12,18%,24%,5%,3%,-3%,-4%,?,?
CCOCCCNC(=O)CN1C(=O)c2ccccc2Sc2ncccc21,0,0%,7%,-1%,-4%,-6%,1%,-5%,4%
Cc1cccc(S(=O)(=O)c2c(C)cc(C)[nH]c2=O)c1,0,8%,14%,-6%,0%,10%,-9%,14%,-1%
O=C(c1ccco1)N1CCN(S(=O)(=O)c2ccccc2)CC1,16,4%,5%,-1%,4%,0%,9%,-4%,-17%
O=S(=O)(NCCN1CCOCC1)c1ccc(Oc2ccccc2Cl)cc1,-23,-25%,?,-12%,-19%,2%,-4%,?,19%
CCCCn1c(N)c(N(C)C(=O)c2c(C)nn(-c3ccccc3)c2C)c(=O)[nH]c1=O,2,8%,.,-11%,0%,?,-2%,9%,16%
CN(C)CCN(C(=O)C1=COCCO1)c1nc2ccc(Cl)cc2s1,?,?,-18%,-4%,?,-7%,-6%,0%,9%
C=CCN(C(C(=O)OC)C(C)C)S(=O)(=O)CCNCc1ccccc1 (stereo unspecified),92,1%,0%,?,1%,0%&7%,4%,?,1%
CN(CC(=O)Nc1ccccc1Cl)C(=O)CSc1nncn1C,6,0%,0%,-10%,2%,17%,0%,9%,-1%
# (more compounds)
SMILES,IL-1B inflam inh,HT1080 IDH1KD tx,ATXN2 expr inh,SW480 rereplic,HT1080NT lethal,KB-3-1 tox,WRN inhibitor,KB-V1 MDR tox,MCF10A rereplic
CC1CC(C)CN(C(=O)c2cc3c(=O)n4ccccc4nc3s2)C1 (stereo unspecified),-1,3%,14%,27%,15%,-3%,-7%,-21%,21µM*
N#CCCN1CCn2c1nc1ccccc12,16,7%,0%,-3%,13%,7%,4%,19%,0%
CCOC(=O)N1CCN(C(=O)C2CCC(=O)N(CCc3ccccc3)C2)CC1 (stereo unspecified),45,0%,5%,2%,5%,3%,-7%,-18%,6%
CCOC(=O)c1c(C)[nH]c(C)c1S(=O)(=O)N(C)CC(=O)Nc1cc(C)ccc1OC,27,2%,.,-11%,2%,-4%,-7%,11%,0%
COc1ccc(S(=O)(=O)N2CCN(C(=O)[C@@H]3CCCN3C(=O)c3cccs3)CC2)cc1,-8,-5%,-14%,27%,-4%,-2%,-25%,8%,6%
O=S(=O)(c1ccc(F)cc1)N1CCN(S(=O)(=O)c2cccs2)CC1,i,14%,0%,-10%,0%,7%,-2%,-14%,6%
COc1cc2c(cc1OC)C(C)N(C(=O)c1cc(C)on1)CC2 (stereo unspecified),36,1.5µM*,0%,0.73µM*,?,?,3%,4.6µM*,1.3µM*
C[C@H](NC(=O)c1cc2cc(Cl)ccc2n1C)C(=O)N[C@@H](C(=O)O)c1ccccc1,14,1%,-8%,-2%,5%,4%,1%,0%,-2%
CCOCCCNC(=O)c1ccc(NC(C)=O)cc1,12,-1%,4%,0%,1%,9%,4%,12%,0%

# The order is random; any-hit rate near 12%.
